Bioassay records as filed in PubChem BioAssay.
POLI inh: blocks human DNA polymerase iota activity; Potency, µM (top dose mostly 115 µM), for the others: at the top dose activity, negative = inhibition, most hits filed as inhibitors; AID 588590; Pol iota fluorescent replication assay, 10 min; 1% of 390,000 active
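Pol iota at 10 nM preincubated 15 min with compounds at room temperature; reaction started with fluorescent substrate, 50 nM final. Fluorescence read kinetically at 0 and 10 min; buffer-only wells as negative control.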
JMJD2A Tudor: JMJD2A Tudor domain (human) inhibition; AlphaScreen JMJD2A-Tudor / H3K4me3 peptide binding; O75164; Potency, µM (titrated, usually from 114 µM), inactives show top-dose activity change, negative = inhibition, actives largely listed as inhibitors; 4.4% of 390,000 active; note: % is set by controls: 0 for no effect and ±100 for the full control effect; nearly all actives have a fitted effect of over 50% in size
Target sequence (O75164 whole entry, looked up, the tested form may be a part): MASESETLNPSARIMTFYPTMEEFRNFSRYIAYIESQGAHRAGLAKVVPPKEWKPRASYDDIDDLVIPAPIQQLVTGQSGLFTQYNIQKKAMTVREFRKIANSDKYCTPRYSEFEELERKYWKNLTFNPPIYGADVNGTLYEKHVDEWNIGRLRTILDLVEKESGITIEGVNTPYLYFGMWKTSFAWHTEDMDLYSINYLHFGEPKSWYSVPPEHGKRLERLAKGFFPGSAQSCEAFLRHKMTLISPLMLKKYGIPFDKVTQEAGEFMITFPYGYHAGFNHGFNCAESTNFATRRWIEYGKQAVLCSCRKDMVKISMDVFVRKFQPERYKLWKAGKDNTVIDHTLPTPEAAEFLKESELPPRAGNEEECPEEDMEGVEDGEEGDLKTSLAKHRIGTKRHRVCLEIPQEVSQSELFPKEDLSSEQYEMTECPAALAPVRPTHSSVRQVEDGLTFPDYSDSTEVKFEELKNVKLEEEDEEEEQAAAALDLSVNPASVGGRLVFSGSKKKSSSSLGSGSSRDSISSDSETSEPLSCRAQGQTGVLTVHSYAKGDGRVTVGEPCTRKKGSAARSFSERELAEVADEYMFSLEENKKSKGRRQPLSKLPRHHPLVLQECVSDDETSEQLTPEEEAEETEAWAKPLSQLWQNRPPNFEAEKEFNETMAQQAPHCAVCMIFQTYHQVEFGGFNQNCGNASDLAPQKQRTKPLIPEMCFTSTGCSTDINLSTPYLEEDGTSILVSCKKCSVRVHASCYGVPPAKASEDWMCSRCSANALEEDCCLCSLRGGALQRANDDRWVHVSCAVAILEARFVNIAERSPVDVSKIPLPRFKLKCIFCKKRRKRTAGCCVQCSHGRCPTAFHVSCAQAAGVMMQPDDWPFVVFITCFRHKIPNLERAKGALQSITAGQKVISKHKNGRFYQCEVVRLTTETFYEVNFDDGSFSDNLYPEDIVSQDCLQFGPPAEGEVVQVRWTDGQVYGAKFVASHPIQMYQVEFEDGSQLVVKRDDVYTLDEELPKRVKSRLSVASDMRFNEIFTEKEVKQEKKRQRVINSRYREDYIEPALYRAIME
BAZ2B inh: BAZ2B (human) inhibition; Q9UIF8; AlphaScreen BAZ2B-H3K14Ac peptide displacement; Potency, µM (doses to about 114 µM), without a hit: at the highest dose activity change, negative = inhibition, usual class: inhibitors; 4.4% of 360,000 active; note: % is set by controls: 0 for no effect and ±100 for the full control effect; nearly all actives have a fitted effect of over 60% in size
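Protein-peptide AlphaScreen: BAZ2B 50 nM, b-H3K14Ac 50 nM, 1x PBS pH 7.4 + 0.01% Tween-20. Preincubation 30 min RT; cpd 30 min RT (top 110 uM); beads 20 min RT, light-protected.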
BLM helicase inh: inhibitors of human Bloom syndrome helicase BLM. P54132. recombinant BLM DNA unwinding, fluorescence dequenching. Potency, µM (doses to about 56.1 µM), inactives show top-dose activity change, negative = inhibition, usual class: inhibitors. 0.2% of 350,000 active;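 note: plate controls were vehicle for no effect and no enzyme for full effect; nearly all actives have a fitted effect of over 35% in size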
G9a block: blocks human histone lysine methyltransferase G9a; G9a H3K9 monomethylation, AlphaScreen, 2 h; Potency, µM (top dose mostly 102 µM), for inactives: top-dose activity, negative = inhibition, usual class: inhibitors; 8.8% of 350,000 active; Q96KQ7; note: % is set by controls: 0 for no effect and ±100 for the full control effect; nearly all actives have a fitted effect of over 75% in size
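Quantitative HTS format: methyltransferase activity on a biotin-tagged H3K9 peptide is measured by AlphaScreen, using a rabbit anti-monomethyl-H3K9 antibody with streptavidin donor and anti-IgG acceptor beads. Final levels are 20 nM enzyme, 500 nM peptide, 20 uM SAM; 2 h RT.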
APEX1 inh: APE1 (human) endonuclease inhibition | P27695 | recombinant APE1, TAMRA/BHQ-2 abasic DNA cleavage fluorescence | 0.35% of 350,000 active | Potency, µM (highest dose often 65.8 µM), without a hit: top-dose activity change, negative = inhibition, hits mostly inhibitors;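 note: plate controls were vehicle for no effect and reference inhibitor for full effect; nearly all actives have a fitted effect of over 55% in size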
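Incision of a quenched TAMRA/BHQ-2 THF abasic-site duplex (50 nM) by 0.75 nM APE1, after 15 min compound preincubation, measured as fluorescence increase over three 60 s reads. Values normalized to buffer, DMSO and NSC13755 control wells.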
Pol kappa inh: DNA polymerase kappa (human) inhibition. Q9UBT6. purified Pol kappa, fluorescent DNA synthesis assay, 10 min. Potency, µM (series often up to 107 µM), without a hit: top-dose activity, negative = inhibition, hits mostly inhibitors. 0.53% of 400,000 active. AID 588579; note: % is set by controls: 0 for no effect and ±100 for the full control effect
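Fluorescent qHTS in 1536-well format: enzyme (10 nM) and compound sat 15 min at room temperature before 50 nM substrate (final) was added. Signal taken at 0 and 10 min; no-enzyme buffer wells were negative controls.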
Pol eta inh: DNA polymerase eta (human) inhibition; AID 588591; recombinant Pol eta, fluorescent DNA replication assay; 1.2% of 390,000 active; Potency, µM (doses to about 114 µM), without a hit: at the highest dose activity change, negative = inhibition, actives largely listed as inhibitors; note: % is set by controls: 0 for no effect and ±100 for the full control effect
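Fluorescent replication assay: 50 nM final substrate added after a 15 min room-temperature compound preincubation with 10 nM enzyme. Signal taken at 0 min and again at 10 min.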
Pol beta inh: DNA polymerase beta (human) inhibition. AID 485314. P06746. Pol beta primer extension/strand displacement, fluorescence kinetic. 1.3% of 340,000 active. Potency, µM (top dose mostly 114 µM), inactives show at the top dose activity change, negative = inhibition, hits mostly inhibitors; note: % is set by controls: 0 for no effect and ±100 for the full control effect
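Reaction started by 50 nM substrate onto compound-treated Pol beta (10 nM, 15 min preincubation, room temperature); plates read at 0 min and 10 min. Normalized concentration-effect data fitted by four-parameter Hill equation.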
* hit, by the source's call; ? = inconclusive; · = not tested or not shown; & = joins results of further samples; [ ] = dose if it differs, or a comment. Calls come from the whole dose curve; as a rule, active = well fitted curve in the direction sought with a large enough effect; inconclusive = small, poorly fitted or top-dose-only effect, or another doubt; inactive = no such curve, though single readings can be large; an effect the other way counts as inactive or inconclusive. Potency is the fitted concentration of half-maximal effect. The list is partial; count on the stated rates, not on these rows.

cpd	structure	POLI inh	JMJD2A Tudor	BAZ2B inh	BLM helicase inh	G9a block
1	CC(=O)c1nn(-c2cccc(C)c2)cc1C(=O)c1cccc(Br)c1	41%[activator]	-12%	·	·	·
2	O=C1CC(c2nc(-c3ccc(Cl)cc3)no2)CN1c1ccc2c(c1)OCCO2 (configuration not stated)	-1%	-12%	-6%	-5%	8%[59 µM]
3	CC(NC(=O)COc1ccccc1)C(=O)NCc1ccc(S(N)(=O)=O)cc1 (configuration not stated)	2%	-2%	·	·	·
4	COc1ccc(CCC(C)NCC2CCCCC2)cc1 (configuration not stated)	-2%	-25%	3%	-10%	6%
5	CCc1ccc(NC(=O)C(=O)N/N=C(\C)CC(=O)Nc2ccc(OC)cc2)cc1	3%	-14%	-15%	-6%	?
6	COc1ccc(C2/C(=C(/O)c3ccc(Br)cc3)C(=O)C(=O)N2C)cc1OC (configuration not stated)	32%[activator]	-7%	?	1%	·
7	COc1ccc(COc2ccc(C3C(S(=O)(=O)c4ccccc4)CON3C)cc2OC)cc1 (configuration not stated)	5%	5%	-8%	-12%	-7%[59 µM]
8	O=[N+]([O-])c1cc(-c2ccc(C(=S)N3CCOCC3)o2)ccc1Cl	103%[activator]	40µM*	32µM*	-17%	1.8µM*
9	Cc1cccc(N2CCN(S(=O)(=O)c3c(C)nc4scc(C)n4c3=O)CC2)c1C	14%&-3%	-4%&-11%	-15%&-6%	-12%&-6%	17%
10	OCCOCCOCCn1c2ccccc2c2ccccc21	3%	-18%	-3%	-1%	0%[12.7 µM]
11	O=C(COc1ccccc1[N+](=O)[O-])OC1CCS(=O)(=O)C1 (configuration not stated)	18%	-4%	-4%	-5%	3%[59 µM]
12	O=C(O)CC(NC(=O)c1ccc2c(c1)OCO2)c1cccc([N+](=O)[O-])c1 (configuration not stated)	19%	-7%	·	-8%	-12%

cpd	APEX1 inh	Pol kappa inh	Pol eta inh	Pol beta inh
1	·	-10%	-9%	·
2	·	0%	1%	-13%
3	16%	-20%	-3%	·
4	2%	-15%	-16%	10%[57.1 µM]
5	10%	-4%	5%	-27%
6	4%	4%	-13%	60%
7	15%	-5%	-22%	58%
8	-9%	-31%	-9%	-1%
9	-4%	0%&0%	-13%&-15%	12%&-1%
10	-6%	-19%	-6%	0%
11	4%	-12%	3%	-4%
12	-1%	-11%	0%	4%

An excerpt of these results, as tab-separated lines.
#	mol	POLI inh	JMJD2A Tudor	BAZ2B inh	BLM helicase inh	G9a block	APEX1 inh	Pol kappa inh	Pol eta inh	Pol beta inh
4	COc1ccc(CCC(C)NCC2CCCCC2)cc1 (configuration not stated)	-2%	-25%	3%	-10%	6%	2%	-15%	-16%	10%[57.1 µM]
5	CCc1ccc(NC(=O)C(=O)N/N=C(\C)CC(=O)Nc2ccc(OC)cc2)cc1	3%	-14%	-15%	-6%	?	10%	-4%	5%	-27%
6	COc1ccc(C2/C(=C(/O)c3ccc(Br)cc3)C(=O)C(=O)N2C)cc1OC (configuration not stated)	32%[activator]	-7%	?	1%	·	4%	4%	-13%	60%
7	COc1ccc(COc2ccc(C3C(S(=O)(=O)c4ccccc4)CON3C)cc2OC)cc1 (configuration not stated)	5%	5%	-8%	-12%	-7%[59 µM]	15%	-5%	-22%	58%
8	O=[N+]([O-])c1cc(-c2ccc(C(=S)N3CCOCC3)o2)ccc1Cl	103%[activator]	40µM*	32µM*	-17%	1.8µM*	-9%	-31%	-9%	-1%
9	Cc1cccc(N2CCN(S(=O)(=O)c3c(C)nc4scc(C)n4c3=O)CC2)c1C	14%&-3%	-4%&-11%	-15%&-6%	-12%&-6%	17%	-4%	0%&0%	-13%&-15%	12%&-1%

New compounds follow.
cpd	structure	POLI inh	JMJD2A Tudor	BAZ2B inh	BLM helicase inh	G9a block
13	CN(CC(=O)Nc1cccc(F)c1)C(=O)C1CCN(C(=O)c2ccc(Cl)cc2)CC1	4%	-16%	-2%	·	-2%[12.7 µM]
14	O=C(O)CC1NC(=O)N(C2CCCCC2)C1=O (configuration not stated)	75%[activator]	12%	-8%	2%	?
15	O=C(NCc1ccccn1)C(C(=O)c1cccc([N+](=O)[O-])c1)n1cc(Cl)ccc1=O (configuration not stated)	22%	5%	?	-2%	8%
16	CN1CCN(c2nc3cc(C(F)(F)F)ccc3n3cccc23)CC1	-12%[58.9 µM]	?	·	11%	24µM*
17	COC(=O)c1[nH]c2ccc(C)cc2c1NC(=O)CN1CCN(Cc2ccccc2)CC1	?	-6%[11.4 µM]	-34%	1%	?
18	CCc1ccc2oc(-c3ccc(C)c(NC(=O)c4ccc(C#N)cc4F)c3)nc2c1	9%	-14%	-4%	1%	5%[59 µM]
19	Cn1c(=O)[nH]c(=O)c2c1nc(N1CCc3ccccc3C1)n2CCSc1nc2ccccc2s1	-6%	-7%	2%	2%	18%[59 µM]
20	O=C(Nc1ccc(F)cc1F)C1CCCN(c2ncnc3c2nc2n3CCCCC2)C1 (configuration not stated)	7%	-10%	-27%	-2%	?
21	CCCOc1nc2c(c(=O)n(C)c(=O)n2C)n1CC	·	·	-1%	-4%	-36%[59 µM]
22	O=c1oc2ccccc2c(O)c1Cc1cc(Cl)c2cccnc2c1O	24%	-36%	32µM*	-10%	·
23	Cc1ccc(CSCC(=O)N(C)CC(=O)Nc2cccc(F)c2)cc1	33%[activator]	-3%	9%	·	6%
24	CCOC(=O)c1c(N)sc(C(=O)N2CCCCCC2)c1C	10%	-8%	4%	-2%	-15%

cpd	APEX1 inh	Pol kappa inh	Pol eta inh	Pol beta inh
13	14%	-15%	-3%	·
14	12%	2%	-5%	29%
15	-2%	3%	-12%	-1%
16	14%&-3%&-6%	-13%[60.1 µM]	-5%[57.1 µM]	-9%[57.1 µM]
17	-5%	0%	0%	9%
18	·	6%	-12%	4%
19	19%	0%	-7%	6%
20	15%	2%	-8%	2%
21	16%	·	·	12%
22	10%	-10%	?	7%
23	-11%	4%	-1%	·
24	5%	0%	-9%	4%

Additional entries
cpd	structure	POLI inh	JMJD2A Tudor	BAZ2B inh	BLM helicase inh	G9a block
25	CCOC(=O)COc1ccc(CC)cc1C(=O)c1ccn2nc(-c3ccc(C)cc3)cc2n1	-1%	4%	-21%	-4%	23%[59 µM]
26	C[C@@H]1CCC2[C@@H](C)[C@@H](O)O[C@@H]3O[C@@]4(C)CC[C@@H]1[C@@]23OO4 (some centres not stated)	·	·	·	3%	25%[59 µM]
27	CCC1(O)c2ccccc2-c2ncccc21 (configuration not stated)	29%	2%	4%	0%	24%[12.7 µM]
28	Cc1cc([N+](=O)[O-])nn1CC(=O)Nc1nccs1	9%	-20%	-10%	1%	10%[59 µM]
29	CN1CCN(S(=O)(=O)c2ccc(N3CCN(c4ccccc4O)CC3)c([N+](=O)[O-])c2)CC1	2%	?	?	·	40µM*
30	COCCn1c(C)cc(C2=NNC(=Nc3ccc(Cl)cc3Cl)SC2)c1C	44%[activator]	-34%	-36%	-3%	?
31	O=C(c1cccc(F)c1)N1CCC2(CCCN(Cc3ccccc3)C2)CC1	·	·	·	3%	3%[12.7 µM]
32	COc1ccc(N(C)C(=O)c2oc(=O)c3ccccc3c2-c2ccc(C)cc2)c(OC)c1	1%&15%	-35%&-34%	-30%	-12%&-10%	-33%
33	COc1ccc(OC)c(CCNC(=O)c2ccc(CS(=O)Cc3cccc(Cl)c3)o2)c1 (configuration not stated)	30%&0%	-19%&-18%	?	-1%&3%	7%&-24%[59 µM]
34	CCOC(=O)C1=C(N)OC2=C(C(=O)CC(C)(C)C2)C1c1ccc(C)s1 (configuration not stated)	60%[activator]	-14%	-14%	3%	-45%
35	Cc1ccc(S(=O)(=O)N2C(=O)CCC2C(=O)Nc2ccc3c(c2)OCCO3)cc1 (configuration not stated)	13%	-18%	4%	-2%	-5%[12.7 µM]
36	O=C(CN1CCCCC1)N1CCN(S(=O)(=O)c2ccccc2)C1	?	-4%	11%	-1%	25%

cpd	APEX1 inh	Pol kappa inh	Pol eta inh	Pol beta inh
25	·	1%	-11%	-15%
26	7%	-12%[60.1 µM]	·	·
27	3%	0%	-13%	7%
28	6%	7%	-7%	43%
29	-2%	-22%	-13%	·
30	-5%	-9%	-8%	-1%
31	19%	-4%[60.1 µM]	·	·
32	0%	-14%&-24%	?	-20%&3%
33	-15%	-9%&-7%	-8%&5%	-2%&1%
34	18%	-5%	-29%	7%
35	13%	0%	4%	2%
36	24%	-23%	-6%	21%

Other structures
cpd	structure	POLI inh	JMJD2A Tudor	BAZ2B inh	BLM helicase inh	G9a block
37	Cc1cc(C)nc(SCc2cc(=O)c(OC(=O)c3ccc(Br)o3)co2)n1	?	-21%	-30%	-3%	20%[59 µM]
38	NC(=O)c1c(NC(=O)c2cccnc2Cl)sc2c1CCCC2	41%[activator]	-3%	-5%	-4%	18µM*
39	Cc1cccc(N2CCN(S(=O)(=O)c3c(C)[nH]c(C)c3C(=O)N3CCCC3)CC2C)c1 (configuration not stated)	26%	-19%	-22%	-1%	-7%
40	CCCCn1cnc2c1c(=O)n(CC(=O)c1cc(C)n(C)c1C)c(=O)n2CC(C)C	6%	-36%	?	-5%	0%[59 µM]
41	O=C(Nc1ccc(Cl)cc1C(F)(F)F)c1ccc(Cl)cc1	-1%	-3%	-1%	2%	6%
42	CCOC(=O)C1(Cc2cccc(F)c2)CCN(Cc2cnc(C)s2)CC1	84%[activator]	-3%[11.4 µM]	-3%	-3%	18%
43	Cc1ccc(S(=O)(=O)C(CNC(=O)C(=O)NCCc2ccccc2)c2cccs2)cc1 (configuration not stated)	6%	-14%	-8%	1%	16%[59 µM]
44	C[C@H](NC(=O)N1CCn2c1nc1ccccc12)C(=O)N1CCCCC1	28%	?	-21%	0%	-11%
45	COc1ccc(C)cc1NC(=O)C1CCCN(S(=O)(=O)c2ccc(-n3cnnn3)cc2)C1 (configuration not stated)	102%[activator]	-18%	-8%	-3%	-5%

cpd	APEX1 inh	Pol kappa inh	Pol eta inh	Pol beta inh
37	3%	-16%	6%	-19%
38	2%	6%	3%	35%
39	16%	5%	-5%	-6%
40	1%	-7%	-21%	18%
41	-1%	-5%	-13%	-8%
42	2%	0%	-19%	1%
43	·	-12%[60.1 µM]	-6%	0%
44	11%	-5%	-5%	46%
45	-13%	-5%	-11%	84%
